UBC13 inh: UBC13 polyubiquitin chain formation inhibitors, primary screen, biochemical, TR-FRET, uHTS | Ubiquitin-conjugating enzyme E2 N (Homo sapiens), P61088 | inhibition, % at 20 µM | hit rate 0.47% among 330,000 | AID 485273, 2010; in the data active = inhibition above about 45%, passing the limit was not always enough
Target sequence (P61088 whole entry, looked up): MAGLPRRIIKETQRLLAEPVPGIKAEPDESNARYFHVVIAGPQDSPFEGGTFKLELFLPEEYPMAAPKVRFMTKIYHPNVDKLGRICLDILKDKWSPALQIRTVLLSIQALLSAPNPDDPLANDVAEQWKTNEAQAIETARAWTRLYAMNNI
Gli-Sufu block: Gli-Sufu pathway antagonists, primary screen, luciferase luminescence, Sufu-KO-LIGHT cells, uHTS; Sufu-KO-LIGHT fibroblasts, Gli luciferase reporter luminescence; inhibition, % at 5 µM; hit rate 0.74% among 340,000;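 active = inhibition above about 55%, limit read from the data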;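 also: 0% = DMSO-treated cells and 100% = wells with medium but no cells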
EBI2 block: EBI2 receptor antagonists, beta-arrestin recruitment, primary screen, cell-based, luminescence, 7a,25-OHC stimulation, uHTS. hit rate 0.81% among 360,000. inhibition, % at 5 µM. G-protein coupled receptor 183 (Homo sapiens), P32249. 7a,25-OHC stimulated; in the data active = inhibition above about 38%;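 also: enzyme fragment complementation signal reports receptor beta-arrestin coupling in cells; 0% = agonist plus DMSO wells and 100% = wells without agonist; some results beyond the cut were filed as inactive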
SENP8 block: SENP8 protease inhibitors, primary screen, biochemical, luminescence | purified SENP8, Z-RLRGG-aminoluciferin cleavage | inhibition, % at 10 µM | hit rate 1.2% among 330,000 | AID 2540, 2010
Target sequence (Q96LD8 whole entry, looked up): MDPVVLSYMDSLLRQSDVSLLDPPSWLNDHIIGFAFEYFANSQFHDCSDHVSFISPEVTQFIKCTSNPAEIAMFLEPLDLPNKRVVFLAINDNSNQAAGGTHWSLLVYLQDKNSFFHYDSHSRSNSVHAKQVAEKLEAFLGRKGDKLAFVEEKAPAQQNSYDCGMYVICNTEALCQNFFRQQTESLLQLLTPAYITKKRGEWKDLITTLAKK
Apaf-1 inh: inhibitors of human Apaf-1 apoptosome, primary screen, biochemical, DEVD-Rh110 fluorescence, uHTS. Apoptotic protease-activating factor 1 (Homo sapiens), O14727. reconstituted apoptosome caspase-3 activity. inhibition, % at 20 µM. hit rate 0.71% among 330,000. AID 489030, 2010; active = inhibition of at least 40% at 20 µM;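 also: plate controls were DMSO wells for no effect and DEVD-CHO caspase inhibitor wells for full effect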
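System: Apoptosome proteins | Medium: Hepes pH 7.5 with detergent and BSA | Also added: Cytochrome c trigger plus (Z-DEVD)2-Rh110 caspase-3 substrate | Incubation: 30 min compound preincubation, 50 min activation, room temperature | Detection: Rhodamine 110 fluorescence at Ex 480/Em 540 nm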
CCR6 antag: CCR6 receptor antagonists, primary screen, cell-based, CHO-K1, luminescence, beta-arrestin, uHTS; CHO-K1 CCR6 PathHunter beta-arrestin, CCL20-stimulated; inhibition, % at 20 µM; hit rate 0.49% among 340,000;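 active = compounds whose inhibition of the agonist-driven luminescence signal at 20 µM reaches about 50%, limit read from the data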;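 also: cells stimulated with CCL20 at 14 nM final; plate controls were DMSO with CCL20 for no effect and DMSO without agonist for full effect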
Target sequence (P51684 whole entry, looked up): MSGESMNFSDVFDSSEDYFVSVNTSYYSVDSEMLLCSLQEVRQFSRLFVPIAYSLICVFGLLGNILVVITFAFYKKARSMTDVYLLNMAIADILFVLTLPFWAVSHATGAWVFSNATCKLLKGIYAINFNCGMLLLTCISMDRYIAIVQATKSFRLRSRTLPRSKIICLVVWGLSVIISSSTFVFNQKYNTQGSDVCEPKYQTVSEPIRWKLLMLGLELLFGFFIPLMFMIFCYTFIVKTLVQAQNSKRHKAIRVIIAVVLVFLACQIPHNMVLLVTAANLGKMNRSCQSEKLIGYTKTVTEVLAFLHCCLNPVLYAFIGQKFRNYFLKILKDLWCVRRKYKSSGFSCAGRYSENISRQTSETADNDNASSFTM
697 NFkB inh: inhibitors of PMA/ionomycin-induced NF-kB reporter, 697 cells, primary screen, B-cell NF-kB inhibitor project, cell-based, luminescence, uHTS. hit rate 0.33% among 330,000. 697 B-cell NF-kB luciferase reporter, 16 h. AID 435022, 2010. inhibition, % at 4 µM; in the data active = inhibition above about 35%
Jurkat NFkB inh: inhibitors of induced NF-kB luciferase reporter, primary screen, TCR NF-kB activation inhibitor project, cell-based, luminescence, uHTS | Jurkat, PMA/ionomycin-induced NF-kB luciferase reporter | hit rate 0.53% among 330,000 | inhibition, % at 4 µM
The depositor's hits bear a star; nt = not tested or not shown. Rule as the data show it, unless noted: active = inhibition above about 50%; inactive = the rest. Some of the compounds tested; count on the stated rates, not on these rows.

SMILES	UBC13 inh	Gli-Sufu block	EBI2 block	SENP8 block	Apaf-1 inh	CCR6 antag	697 NFkB inh	Jurkat NFkB inh
COc1ccc(C(CNC(=O)Cc2ccc3ccccc3c2)N(C)C)cc1 (stereo unspecified)	7	18	11	8	-3	14	-14	5
COc1ccc(C(C)=O)cc1COC(=O)c1ccc(S(=O)(=O)N(C)C)cc1	9	4	3	-6	-15	4	2	2
COc1ccc(C(=O)Nc2ccc(Cl)cc2C(=O)NCCO)cc1	-6	-6	-2	-2	2	2	-2	10
CC(Sc1nnc(Cc2cccs2)n1C1CCCCC1)C(N)=O (stereo unspecified)	1	4	-3	-1	-2	3	8	6
COc1ccc(CCNC(=O)C2CC(=O)N(c3ccccc3)C2)cc1OC (stereo unspecified)	-2	-3	5	-1	5	0	0	6
Cc1cc(=O)[nH]c(SCC(=O)Nc2nc3c(s2)CCCC3)n1	-8	-6	-1	5	-7	6	0	4
CS(=O)(=O)N(CCC#N)Cc1ccco1	0	1	-6	-2	-6	0	11	-9
CCOc1cc(C(=O)OCC(=O)Nc2ccc(F)cc2Cl)ccc1OCC(=O)N1CCOCC1	4	-2	-2	19	-6	13	32	18
Cc1cc(-n2nc3ccccc3n2)c(O)c([N+](=O)[O-])c1	-39	2	6	-10	-7	34	-23	-11
Cc1nn(Cc2c(F)c(F)c(F)c(F)c2F)c(C)c1NC(=O)c1ccc(COc2cc(Cl)ccc2Cl)cc1	-5	-34	51*	20	-5	-12	-87	-5
COc1ccccc1C(=O)NCCC(=O)N1CCN(S(=O)(=O)c2cccc(Cl)c2)CC1	-23	5	9	-8	3	-2	-3	10
COc1ccccc1-c1ccc(SCc2ccc(C)cc2)nn1	9	nt	6	40	11	15	-14	-23
O=C(CCSCc1ccc(Cl)cc1)NCCc1ccccc1	5	0	-1	3	11	10	8	2
CC1OC(Oc2c(-c3cc(O)c(O)c(O)c3)oc3cc(O)cc(O)c3c2=O)C(O)C(O)C1O (stereo unspecified)	8	-6	-6	6	-10	4	12	8
CC(=O)c1ccc(S(=O)(=O)N(C)C(C)CCc2ccco2)cc1 (stereo unspecified)	-1	-1	1	-2	13	7	-15	-25
COc1ccc(S(=O)(=O)Nc2ccc3c(c2)C(=O)N([C@H](C)CO)C[C@@H](C)[C@@H](CN(C)S(=O)(=O)c2ccc(Cl)cc2)O3)cc1	16	25	1	7	17	2	16	-10
Cn1c(=O)c2cn(-c3cccc4ccccc34)cc2n(C)c1=O	-12	-12	3	20	16	8	-4	0
COc1ccc(/C=N\NC(=O)COc2ccc(Cl)cc2Cl)c(C(=O)O)c1OC	5	7	-5	-1	3	-3	-2	3
COc1ccc2c(c1)SCC/C2=C\CN1C(=O)CCC1=O	20	-4	-1	-2	6	-10	9	-9
COc1ccc(N(CC(=O)NCCSC2CCCCC2)S(=O)(=O)c2ccccc2)c(OC)c1	-6	nt	5	-6	14	nt	-14	2

(next part)
SMILES	UBC13 inh	Gli-Sufu block	EBI2 block	SENP8 block	Apaf-1 inh	CCR6 antag	697 NFkB inh	Jurkat NFkB inh
Cc1nn(Cc2ccccc2)c(C)c1NC(=O)c1cc(-c2cccs2)on1	8	2	-6	2	-12	-7	18	16
CCS(=O)(=O)Nc1cccc(C2=NN(S(=O)(=O)c3ccc(C)cc3)C(c3cccs3)C2)c1 (stereo unspecified)	4	17	-1	5	1	22	10	3
Cc1cc(C)n(C(=O)/C(C#N)=C/N(C)C)n1	4	-1	1	1	2	4	2	-11
CCCN(C(=O)c1ccco1)c1nnc(-c2ccccc2C)s1	16	-30	17	-4	-6	25	-27	-44
CCOc1nc(-c2ccccc2)ccc1-c1noc(-c2cccnc2)n1	27	35	17	12	-23	9	-16	-6
O=C(O)c1cc([N+](=O)[O-])c(N2CCCC2)c([N+](=O)[O-])c1	-4	0	5	-5	-8	5	8	-6
CCOc1ccccc1N1CN(C2CCCCC2)CNC1=S	-3	-4	2	-5	-16	11	-5	-7
O=C(COC(=O)Cc1n[nH]c(=O)c2ccccc12)Nc1ccc(Cl)cc1F	-2	2	-11	4	-16	9	25	-7
CCC1CCCCN1C(=O)CN1C(=O)c2ccccc2S1(=O)=O (stereo unspecified)	-4	7	-3	-4	0	1	10	-6
C=C(c1ccc(O)cc1)c1ccc(O)cc1	14	-3	32	-12	6	14	14	25
Cc1ccccc1N/N=C/c1sc(=O)n(Cc2cccc(C(=O)O)c2)c1Cl	-12	5	-7	-1	0	10	-11	-1
Cc1cccc(C)c1OCCOC(=O)c1n[nH]c2ccccc12	18	-2	11	-6	14	3	-3	-7
CCOc1cccc(CN2CCC(n3nccc3NC(=O)C3CC3)CC2)c1O	2	11	1	4	-4	7	13	6
CCCn1ncc(CN2CCC(n3nccc3NC(=O)c3ccccc3Cl)CC2)c1C	-2	-2	-4	-7	-6	-7	-17	8
O=C(CN1C(=O)CCSc2ccccc21)NC1CCCCC1	7	nt	-4	5	-3	11	-1	11
COc1ccc(OCCOC(=O)CNC(=O)c2cccc(C)c2)cc1	-6	-6	1	-6	8	7	-7	-15
CCS(=O)(=O)n1nc(-c2cccnc2)nc1NCc1ccc(F)cc1	8	4	1	-7	-3	-10	-15	5
O=C(Nc1ccc(SC(F)F)cc1)c1cccc2nc3ccccc3nc12	3	15	7	-2	-2	-11	18	23
CCOC(=O)c1ccc(NC(=S)NCCCN2CCOCC2)cc1	-3	2	-3	2	-9	-3	23	2
CC(=O)Nc1ccc(C(=O)COC(=O)Cc2ccsc2)c(F)c1	22	8	-6	25	-8	6	7	14

Record cards, as listed above. Order of values: UBC13 inh | Gli-Sufu block | EBI2 block | SENP8 block | Apaf-1 inh | CCR6 antag | 697 NFkB inh | Jurkat NFkB inh
CCOc1cccc(CN2CCC(n3nccc3NC(=O)C3CC3)CC2)c1O across the screens: 2 | 11 | 1 | 4 | -4 | 7 | 13 | 6
O=C(CN1C(=O)CCSc2ccccc21)NC1CCCCC1 across the screens: 7 | nt | -4 | 5 | -3 | 11 | -1 | 11
O=C(Nc1ccc(SC(F)F)cc1)c1cccc2nc3ccccc3nc12 across the screens: 3 | 15 | 7 | -2 | -2 | -11 | 18 | 23

(more compounds)
SMILES	UBC13 inh	Gli-Sufu block	EBI2 block	SENP8 block	Apaf-1 inh	CCR6 antag	697 NFkB inh	Jurkat NFkB inh
O=C1c2cccc3cccc(c23)C(=O)N1Cc1ccccc1	25	1	-3	-3	1	-9	-8	-7
CCCc1ccc(C2=Nn3c(nnc3C(C)C)SC2)cc1	-5	-17	1	-6	20	27	15	-7
COc1ccc(C(=O)c2c[nH]cc2-c2ccccc2)cc1	1	-4	6	4	-7	-4	8	-6
Cc1ccccc1OCC(=O)NCCN(C)C	-2	-4	-3	5	-16	-10	8	-4
CN(CC(=O)NCc1ccccc1Cl)S(=O)(=O)c1cccs1	0	17	-9	-1	1	21	3	-22
O=C(/C=C\c1ccccc1)Nc1ccc(NC(=O)c2ccco2)cc1	-1	-18	7	0	-17	13	1	-7
CCOc1ccccc1NC(=O)CN(C)S(=O)(=O)c1ccc2[nH]c(=O)oc2c1	5	-9	-4	0	-4	3	-28	0
Cc1ccc(N2CCN(C(=S)Nc3ccccc3)CC2)cc1	-6	6	2	2	-11	-4	13	6
O=C(COc1ccc2ccccc2c1)NNC(=O)c1cccs1	-6	-12	9	1	3	-9	14	-4
CCC1=NC(c2ccccc2Cl)N(O)C1(C)C (stereo unspecified)	2	-3	-1	-3	-19	13	7	-2
Cc1cc(Oc2nnnn2-c2ccccc2)ccc1Cl	4	-30	-6	-8	1	19	-27	-28
O=C(COC(=O)COc1ccccc1[N+](=O)[O-])Nc1cccc(Br)c1	-5	2	2	-14	-8	5	-33	-25
COc1cc(OC)cc(C(=O)N(Cc2cc3cc(C)ccc3[nH]c2=O)C(C)C)c1	6	3	5	2	0	2	14	7
CCn1cc(C(=O)N[C@H](C(=O)NCCO)C(C)C)c(=O)c2cc3c(cc21)OCO3	2	-4	-7	4	-1	-1	-8	-2
COc1ccc(CCC(=O)NCC(c2ccco2)N2CCc3ccccc32)cc1 (stereo unspecified)	-1	0	34	-8	19	19	-18	5
Nc1nc(SCC(=O)Nc2cccc(S(=O)(=O)N3CCCCCC3)c2)n[nH]1	11	-5	2	7	-11	3	4	11
CCN(CC)CCNS(=O)(=O)c1ccc2c3c(cccc13)C(=O)N2	-4	11	2	5	-16	18	8	-4
CCOC(=O)C(NC(=O)c1ccccc1)=C1C=C(C)OC(C)=C1	-12	-3	-8	-4	8	8	-25	2
Cc1ccc(C)c(S(=O)(=O)N2CCN(C(=O)[C@@H](NC(=O)c3ccc(F)cc3)C(C)C)CC2)c1	-6	-10	3	8	-1	-7	2	-8
O=c1[nH]c(NCCO)nnc1Cc1ccc(Cl)cc1	9	9	-11	0	2	1	3	-4

The listing continues:
SMILES	UBC13 inh	Gli-Sufu block	EBI2 block	SENP8 block	Apaf-1 inh	CCR6 antag	697 NFkB inh	Jurkat NFkB inh
CCCn1c(C(C)C)n[nH]c1=S	-4	6	-1	-2	-6	-4	20	-6
O=C(COC(=O)c1ccc2ccccc2n1)c1ccc(F)cc1	-16	-2	-3	-4	9	6	-4	-30
COc1ccc(C2C(C(=O)Nc3cccc(OC)c3)c3ccccc3C(=O)N2C)cc1 (stereo unspecified)	-1	-7	0	-4	8	10	23	1
Cc1cc(Cn2nnnc2-c2ccncc2)cc(C)c1O	12	nt	5	-2	-1	7	-2	5
CS(=O)(=O)N1CCN(C(=O)c2ccccc2F)CC1	-2	3	1	-7	-4	11	-9	3
O=C1CCC(C(=O)N2CCN(c3ccc(F)cc3)CC2)CN1CC1CCCCC1 (stereo unspecified)	0	3	-3	2	7	9	8	1
Fc1ccc(N2Cc3ccsc3C=N2)cc1	1	-2	-3	4	1	2	8	6
COc1cc2oc(=O)cc(-c3ccc(-c4ccc(OC(F)(F)F)cc4)cc3)c2c(OC)c1OC	nt	7	5	nt	13	7	-17	nt

Bioassay records: PubChem BioAssay, Sanford-Burnham Center for Chemical Genomics
